Source: PubChem BioAssay (National Center for Advancing Translational Sciences (NCATS))
D2 ag: activates the human D2 dopamine receptor. P14416. HEK293 T-REx D2 cells, calcium flux agonist mode. activation, % at 2 µM. hit rate 0.53% among 340,000. AID 485358;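 active = activation over 3 SD above normal in the single-dose calcium agonist read, cut at about 30% in these data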; also: 0% is about no effect
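Agonism is scored from calcium flux in a force-coupled, inducible HEK293 cell line expressing D2, read kinetically for 180 s after compound addition against dopamine controls.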
ERG-DNA inh: blocks human ERG Ets domain binding to DNA; Potency, µM (series often up to 76.9 µM), without a hit: at the top dose FP activity, negative = inhibition, most hits filed as inhibitors; P11308; hit rate 0.028% among 370,000; AID 624246; fluorescence polarization, His-ERG Ets domain / labelled DNA; active = well fitted inhibition curve with a large enough effect in the polarisation, with a control signal flat; inconclusive = small, poorly fitted or top-dose-only effect, or effect the other way, or a change in a side signal; inactive = no such curve, though single readings can be large or run the other way; the % refers to the polarisation;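 also: polarization taken with two DNA probes labelled with fluorescein and Texas red; potency is read from the fitted curve at half-maximal effect; % of control where 0% means no effect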
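His-tagged ERG Ets domain (1 uM in the protein solution; 300mM KCl, 50mM Tris-HCl, 1mM EDTA, 1mM DTT, pH 7.5) received compound, then a probe mix of 5 nM fluorescein-DNA and 100nM Texas-615-DNA. Fluorescence polarization was read for both dyes.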
RGS4 inh: blocks human RGS4-accelerated GTP hydrolysis; hit rate 0.039% among 390,000; AID 504845; Transcreener GDP fluorescence polarization, RGS4-accelerated GTP hydrolysis; Potency, µM (titrated, usually from 114 µM), without a hit: top-dose activity change, negative = inhibition, hits mostly inhibitors; P49798; also: potency is read from the fitted curve at half-maximal effect; % is scaled to controls: 0 for no effect and ±100 for the full control effect; nearly all actives have a fitted effect of over 75% in size; some results filed as inactive show a strong effect at the top dose
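MLSMR compounds (23 nl, pin-transferred) preincubated 10 min at room temperature with a 500nM (2x) first reagent, then RGS4 at 900nM (2x) plus Transcreener GDP mix added; fluorescence polarization (620/688 nm) read before and after 90 min at 30 °C.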
Vif-A3G inh: inhibitors of Vif-APOBEC3G interaction. Q9HC16. AID 602310. HeLa A3G-eYFP + Vif (tagged APOBEC3G with the HIV-1 protein that degrades it), YFP fluorescence, overnight. Potency, µM (series often up to 46.1 µM), for inactives: top-dose activity, negative = active, hits mostly inhibitors. hit rate 0.076% among 410,000;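 also: potency is read from the fitted curve at half-maximal effect; % is scaled to controls: 0 for no effect and ±100 for the full control effect; nearly all actives have a fitted effect of over 60% in size; hits raise eYFP signal because A3G escapes Vif-driven loss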
Target sequence (Q9HC16 whole entry, looked up): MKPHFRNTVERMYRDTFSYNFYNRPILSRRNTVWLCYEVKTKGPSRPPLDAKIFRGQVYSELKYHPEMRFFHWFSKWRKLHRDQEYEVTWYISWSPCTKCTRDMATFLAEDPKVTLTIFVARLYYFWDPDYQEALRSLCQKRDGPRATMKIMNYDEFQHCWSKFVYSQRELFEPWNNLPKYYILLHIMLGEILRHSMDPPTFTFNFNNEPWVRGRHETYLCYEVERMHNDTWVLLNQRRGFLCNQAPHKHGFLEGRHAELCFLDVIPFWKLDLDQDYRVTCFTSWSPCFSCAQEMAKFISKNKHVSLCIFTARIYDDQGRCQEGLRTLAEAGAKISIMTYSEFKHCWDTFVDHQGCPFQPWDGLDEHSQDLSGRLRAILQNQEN
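HeLa cells stably expressing Vif and C-terminally eYFP-tagged A3G, seeded overnight at 37 deg C, then exposed to compound by pintool overnight at 37 deg C. Rise in yellow fluorescence (Ex 488/Em 500-530, Acumen) marks blocked Vif-driven A3G degradation.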
D2 antagonist: D2 dopamine receptor (human) antagonism; P14416; hit rate 2% among 340,000; AID 485344; inhibition, % at 10 µM; HEK293 TREx D2 cells, calcium flux, dopamine EC80; in the data active = inhibition above about 30%; also: 0% is about no effect
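Inhibition of EC80 dopamine-driven calcium flux, recorded kinetically, defines activity here; cells are a tetracycline-induced HEK293 T-REx line expressing force-coupled D2.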
GRP78 ERSR act: ER stress response induction in glioma | AID 602332 | Potency, µM, inactives show at the highest dose activation, usual class: activators | U87-MG GRP78 promoter luciferase reporter, 16 h | hit rate 0.02% among 420,000; also: potency is read from the fitted curve at half-maximal effect; series mostly up to about 76 µM; % of control where 0% means no effect; nearly all actives have a fitted effect of over 35% in size
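ERSR induction read as luciferase luminescence (Bright-Glo, 10 min at room temperature) in stably transfected human U87-MG glioma cells exposed to compounds for 16 h, using GRP78 as sensor.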
LDHA block: LDHA (human) enzyme inhibition. P00338. purified LDHA, NADH/diaphorase-resazurin fluorescence; stronger effect = lower value. activity change, % (values are at about 110 or 230 µM). hit rate 0.15% among 480,000. AID 1347041; in the data active = activity change below about -30%; inconclusive = mostly about -25% to -30%;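 also: plate controls were DMSO wells for no effect and wells without enzyme for full effect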
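LDH5 2 nM; NADH 0.06 mM, pyruvate 0.2 mM; 200 mM Tris pH 7.4, EDTA, Tween-20; 5 min RT. Detection: diaphorase 0.133 mg/mL + resazurin 37 µM, fluorescence ex540/em590 at 0 and 20 min; normalized to enzyme-free and DMSO wells.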
Vif-APOBEC3F blk: Vif-A3F binding inhibition; AID 602313; HeLa A3F-eYFP + Vif (tagged APOBEC3F with the HIV-1 protein that degrades it), YFP fluorescence increase; Potency, µM (doses to about 46.1 µM), for the others: at the highest dose activity, negative = active; hit rate 0.2% among 390,000; also: potency is read from the fitted curve at half-maximal effect; % of control where 0% means no effect; nearly all actives have a fitted effect of over 65% in size
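HeLa cells stably expressing A3F-eYFP plus Vif, plated and incubated overnight at 37 deg C, then exposed to compounds overnight at 37 deg C. Blocked degradation read as raised yellow fluorescence (Ex 488/Em 500-530).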
ALOX12 inh: blocks human arachidonate 12S-lipoxygenase | hit rate 1.1% among 580,000 | AID 1671190 | purified 12hLO, xylenol orange hydroperoxide absorbance | Potency, µM (top dose mostly 108 µM), without a hit: at the top dose activity change, negative = inhibition, hits mostly inhibitors | P18054; also: potency is read from the fitted curve at half-maximal effect; % is scaled to controls: 0 for no effect and ±100 for the full control effect
Target sequence (P18054 whole entry, looked up): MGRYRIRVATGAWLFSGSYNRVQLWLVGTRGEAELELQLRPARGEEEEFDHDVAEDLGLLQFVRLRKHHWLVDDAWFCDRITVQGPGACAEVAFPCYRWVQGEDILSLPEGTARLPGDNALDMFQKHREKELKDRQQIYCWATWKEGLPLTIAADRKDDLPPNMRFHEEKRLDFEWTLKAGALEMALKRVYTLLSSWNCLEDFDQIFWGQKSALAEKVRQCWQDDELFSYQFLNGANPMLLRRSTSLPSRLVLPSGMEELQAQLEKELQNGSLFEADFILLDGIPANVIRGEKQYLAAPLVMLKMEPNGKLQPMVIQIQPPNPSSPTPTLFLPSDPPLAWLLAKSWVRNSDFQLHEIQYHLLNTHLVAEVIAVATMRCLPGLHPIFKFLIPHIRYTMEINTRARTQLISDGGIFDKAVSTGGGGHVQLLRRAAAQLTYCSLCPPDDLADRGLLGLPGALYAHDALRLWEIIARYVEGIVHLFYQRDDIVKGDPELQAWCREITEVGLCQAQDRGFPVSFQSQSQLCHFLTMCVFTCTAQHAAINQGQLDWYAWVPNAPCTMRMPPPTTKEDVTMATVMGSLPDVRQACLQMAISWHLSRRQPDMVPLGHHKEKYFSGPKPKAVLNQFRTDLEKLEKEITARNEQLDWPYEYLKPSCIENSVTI
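Hydroperoxide product was detected by ferrous iron/xylenol orange as the 573 to 405 nm absorbance ratio. Arachidonic acid at 40 uM (final) was turned over for 30 min at room temperature by 150 nM human 12hLO, pH 7.0 Hepes buffer, after 15 min compound preincubation.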
* marks the source's active call; other numbers are inactive results; ? = inconclusive; / = not tested or not shown; & = joins results of further samples; [ ] = remark or other dose. Unless noted, calls follow the shape of the dose curve; as a rule, active = well fitted curve in the direction sought with a large enough effect; inconclusive = small, poorly fitted or top-dose-only effect, or another doubt; inactive = no such curve, though single readings can be large; an effect the other way counts as inactive or inconclusive.

Preview, 3 compounds:
SMILES	D2 ag	ERG-DNA inh	RGS4 inh	Vif-A3G inh	D2 antagonist	GRP78 ERSR act	LDHA block	Vif-APOBEC3F blk	ALOX12 inh
CCOc1ccc(OCC(=O)NCc2n[nH]c(=O)c3ccccc23)cc1	0.4	5%	-18%	0%	12	-2%	-1	9%	-1%
O=C(CSc1nc2ccccc2nc1N1CCOCC1)Nc1ccccc1F	0.7	-2%	-18%	-17%	9	-1%	1	8%	1%
COC(=O)c1ccc2c(C)c(C3(O)CCCCC3)[nH]c2c1	/	2%	12%	-5%	/	5%	3	-13%	?

The listing, repeating the preview:
SMILES	D2 ag	ERG-DNA inh	RGS4 inh	Vif-A3G inh	D2 antagonist	GRP78 ERSR act	LDHA block	Vif-APOBEC3F blk	ALOX12 inh
CCOc1ccc(OCC(=O)NCc2n[nH]c(=O)c3ccccc23)cc1	0.4	5%	-18%	0%	12	-2%	-1	9%	-1%
O=C(CSc1nc2ccccc2nc1N1CCOCC1)Nc1ccccc1F	0.7	-2%	-18%	-17%	9	-1%	1	8%	1%
COC(=O)c1ccc2c(C)c(C3(O)CCCCC3)[nH]c2c1	/	2%	12%	-5%	/	5%	3	-13%	?
COc1cccc(NC(=O)CSc2nc(C)cs2)c1	1.0	-8%	31%	1%	0	4%	-3	6%	-9%
Cc1ccc(S(=O)(=O)CCC(=O)Nc2nnc(CC(C)C)s2)cc1	0.5	0%	6%	-25%	-13	-4%	-8	-2%	2%
O=C(Nc1cccc(Cl)c1N1CCCC1)c1ccco1	-0.5	1%	-7%	3%	-2	-1%	-6	2%	-63%
CCOC(=O)C1CCN(C(=O)CSc2n[nH]c(-c3ccccc3Cl)n2)CC1	-2.2	-1%	-2%	3%	/	-4%	3	11%	-21%
O=C1CCCC2=C1C(c1cccs1)Nc1ccccc1N2 (configuration not stated)	-0.1	-3%	5%	2%	-5	-4%	-5	-10%	-7%
CC(C)(C)c1nc2scc(-c3ccc(Cl)cc3)c2c(=O)o1	0.2	-4%	21%	0%	11	-3%	-10	/	31%[activator]
O=C1CC(Sc2nnnn2C2CCCCC2)C(=O)N1c1ccccc1 (configuration not stated)	0.3	/	-9%	0%	-26	-3%	-6	0%	-6%
CCn1ccnc1CN(C)C(=O)C1CCC(=O)N(CCc2cccc(F)c2)C1 (configuration not stated)	0.0	-18%	37%	1%	-6	-4%	-9	-3%	12%
COc1ccc2cc(CCNC(=O)c3c(-c4ccccc4Cl)noc3C)c(=O)[nH]c2c1	0.3	-2%	4%	1%	3	2%	-8	-5%	22%[57.4 µM]
O=C(c1ccco1)N1CCN(c2nc3ccc(Cl)cc3s2)CC1	1.7	-2%	-16%	0%	/	2%	-6	-11%	?
COC(=O)c1ccc(C2C(C(=O)Nc3ccccc3)=C(C)Nc3nc4ccccc4n32)cc1 (configuration not stated)	-0.1	-7%	12%	-2%	/	-1%	-1	-6%	-41%
O=C(O)Cc1c(-c2ccccc2)c2cc(Br)ccc2[nH]c1=O	1.1	1%	17%	2%	-1	-2%	-10	-7%	-2%

Complete entries from above. Order of values: D2 ag	ERG-DNA inh	RGS4 inh	Vif-A3G inh	D2 antagonist	GRP78 ERSR act	LDHA block	Vif-APOBEC3F blk	ALOX12 inh
Profile of `O=C1CC(Sc2nnnn2C2CCCCC2)C(=O)N1c1ccccc1` (configuration not stated) = 0.3	/	-9%	0%	-26	-3%	-6	0%	-6%
Profile of `O=C(O)Cc1c(-c2ccccc2)c2cc(Br)ccc2[nH]c1=O` = 1.1	1%	17%	2%	-1	-2%	-10	-7%	-2%
Profile of `CCOC(=O)C1CCN(C(=O)CSc2n[nH]c(-c3ccccc3Cl)n2)CC1` = -2.2	-1%	-2%	3%	/	-4%	3	11%	-21%
Profile of `O=C(Nc1cccc(Cl)c1N1CCCC1)c1ccco1` = -0.5	1%	-7%	3%	-2	-1%	-6	2%	-63%
Profile of `O=C1CCCC2=C1C(c1cccs1)Nc1ccccc1N2` (configuration not stated) = -0.1	-3%	5%	2%	-5	-4%	-5	-10%	-7%

Continued.
SMILES	D2 ag	ERG-DNA inh	RGS4 inh	Vif-A3G inh	D2 antagonist	GRP78 ERSR act	LDHA block	Vif-APOBEC3F blk	ALOX12 inh
O=C(CN1C(=O)c2cccc3cccc1c23)NCc1ccccn1	-0.9	2%	-4%	-12%	-13	-1%	8	-5%	1%
O=C(c1ccc(CN2CCc3ccccc3C2)cc1)N1CCN(c2ccc(F)cc2)CC1	/	-6%	-29%	2%	/	-7%	-4	1%	-5%
Cc1ncc(CO)c2c1Oc1nc(-c3ccccc3F)nc(SCC(=O)N3CCCCC3)c1C2	0.6	7%	24%	-6%	/	-5%	-6	1%	-1%
CCN(CC)S(=O)(=O)c1ccc(NC(=O)[C@@H](NC(=O)c2cc(OC)cc(OC)c2)C(C)C)cc1	-0.6	9%	-19%	1%	-19	-4%	-3	2%	1%
COc1ccc(CCC(=O)N/N=C/c2ccc3c(c2)OCO3)cc1	/	1%	-16%	-3%	/	-2%	-9	-1%	0%
O=C(Nc1cccc(S(=O)(=O)N2CCCCC2)c1)c1ccc(N2CCCC2=O)cc1	-0.4	8%[15.4 µM]	-24%	0%	1	-4%	-6	2%	1%
COc1ccc(NC(=O)c2ccc(CNS(=O)(=O)c3cccc(OC)c3)cc2)cc1	-1.0	-6%	-6%	-1%	-4	-3%	-12	1%	3%
C#CCn1c(-c2cccs2)nc2ccccc21	-0.5	7%	17%	-5%	0	6%	-9	-17%	1%
O=C(O)CCn1c(=O)c2cccn2c2cccnc21	-0.3	0%	5%	/	/	/	-7	/	-16%
Cc1cccc(C(=O)OCC(=O)NCc2ccc(Cl)cc2)c1	/	/	/	0%	/	-4%	-13	-1%	9%
CCCCN1CC[C@H]2C=CC[C@@H](C(=O)Nc3ccc(OC)cc3)[C@H]2C1=O	/	0%	8%	-6%&-4%	/	-2%&-5%	-12	5%	1%
CCCC1=C(C(=O)OCC)C(c2cccnc2)n2nc(C)nc2N1 (configuration not stated)	0.1	1%	-2%	0%	4	-1%	-9	1%	0%
O=C(COC(=O)c1ccccc1Br)Nc1ccccc1F	-0.3	11%	-23%	-4%	8	3%	-2	11%	-24%
CCCCc1cc(=O)oc2cc(OCC(=O)N3CCc4ccccc43)ccc12	/	7%	-15%[11.4 µM]	-2%	/	-5%	-1	-5%	-21%
COc1ccc(Cc2noc(CN(C)CC3(N4CCOCC4)CCCCC3)n2)cc1OC	2.3	-1%	42%	0%	-19	-6%	-10	-2%	39%[activator]
Cc1cc(-c2nnc(CSc3nnc(NC(=O)c4ccc(C(C)(C)C)cc4)s3)o2)ccc1[N+](=O)[O-]	0.2	2%	4%	-4%	-2	4%	-12	9%	-32%
c1ccc2c(c1)Cn1nnnc1-2	/	-6%	12%	2%	/	-1%	-1	-8%	1%
CC(C)CCNC(=O)C1CCN(S(=O)(=O)c2cccc3nsnc23)CC1	-0.1	-7%	7%	-1%	/	-4%	-4	2%	-13%
COC(=O)c1c(-c2cccs2)csc1NC(=O)CN1CCOCC1	0.8	-2%	-13%	-9%	-15	-1%	-7	-3%	0%
Cc1ccc(CNC(=O)CCS(=O)(=O)c2cc(Br)cc3c2N(C(=O)C2CC2)CC3)o1	/	-8%	-35%	0%	/	-4%	-8	10%	0%
Cc1ccc(NC(=O)CSc2ccccc2NC(=O)c2cccc(Cl)c2)cc1Cl	1.1	1%	-9%	-61%	7	3%	-8	11µM*	-26%
Cn1c(SCC(=O)NCc2ccc(F)cc2)ncc(C(=O)Nc2ccccc2)c1=O	-0.2	25%	-25%	-2%	32*	-4%	1	-31%	?
O=c1c2ccccc2ncn1Cc1ccc2c(c1)OCO2	0.3	-2%	11%	1%	-10	-2%	0	-5%	-1%
O=C(COC(=O)C1CC2C=CC1C2)Nc1ccc([N+](=O)[O-])cc1 (configuration not stated)	/	-4%	-13%	-4%	/	1%	-10	3%	-8%
O=C(Nc1ccc2cn[nH]c2c1)c1ccccc1F	0.7	-7%	5%	-4%	26	-5%	4	-5%	-17%
O=C(CNC(=O)c1ccccc1F)NCc1cccnc1	-0.6	-3%	-8%	0%	-19	-3%	-6	10%	-6%
c1ccc2c(SCc3cn4cccnc4n3)ncnc2c1	0.1	-2%	0%	-3%	18	-5%	-3	6%	?
CCOc1ccccc1N(C)C(=O)Cn1nc(Cc2ccncc2)c2ccccc2c1=O	-0.2	-1%	25%	-1%	/	-2%	11&-19	-2%	55%&4%[activator]
CCN(CC)C(=O)CSc1nnc2cc(C)c3ccccc3n12	0.2	3%	-7%	-1%	9	1%	3	-8%	-1%
CSc1ncccc1C(=O)Nc1nc2ccc(Oc3ccccc3)cc2s1	-0.1	3%	-20%	1%	3	2%	1	-9%	-6%
CSC1=NC(C)(C)C=C(/C=C/c2c(Cl)cccc2Cl)N1	/	-4%	0%	-10%	/	-5%	7	-9%	-3%
O=C1C(Cc2ccccc2)Nc2ncnc(N3CCN(c4ccccc4)CC3)c2N1Cc1ccc(Cl)cc1 (configuration not stated)	2.0	9%	6%	-4%	4	-4%	-14	-1%	?
Cc1ccccc1CN1CCN(CC(=O)NCCCN2CCN(c3ccc(F)cc3)CC2)C1=O	4.9	4%	20%	2%	64*	0%	0	3%	?

A portion of the library; count on the stated rates, not on these rows.
